IDE act = boosts human insulin-degrading enzyme activity in HEK cells. activation, % at 5.96 µM. FAbeta-B cleavage, fluorescence polarization; 0% vehicle, 100% cell-free pure enzyme wells. P14735. 0.073% of 340,000 active;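 active = activation above the mean of all tested compounds plus 3 SD, set per screening campaign, cut at about 17% in these data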
IDE inh = inhibitors of human insulin-degrading enzyme in cells | HEK cells, FAbetaB cleavage, fluorescence polarization | P14735 | inhibition, % at 5.59 µM | 0.41% of 320,000 active;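 active = percent inhibition above the average of all tested compounds plus 3 SD, set per screening campaign, cut at about 16% in these data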;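 also: IDE supplied by intact live HEK cells; FP after avidin binding of uncleaved biotin substrate so inhibition keeps polarization high; 0% = DMSO wells and 100% = 60 µM reference IDE inhibitor Ii1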
pCIP destab = p/CIP protein destabilization; decrease of EGFP signal, % at 10 µM; F442A p/CIP-EGFP cells, EGFP fluorescence, 16 h; Q05BA5; AID 1984; 0.01% of 290,000 active;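 active = EGFP signal decrease of at least 30% at 10 µM or well 3 SD below plate mean, unless failing retest; inactive = the rest, including hits failing retest or dose response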; also: some compounds called inactive have numbers as strong as hits; many of its hits are not listed in these tables
CHRM4 PAM = CHRM4 positive allosteric modulation. CHO-K1 hM4/Gqi5, Fluo-8 calcium fluorescence, ACh EC20; 0% = ACh EC20, 100% = maximal ACh. 0.4% of 360,000 active. activation, % at 3 µM;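 active = activation above its plate's cutoff, the mean activation of sample wells plus 3 SD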; also: some results filed as inactive read as strong as hits
Target sequence (P08173 whole entry, looked up): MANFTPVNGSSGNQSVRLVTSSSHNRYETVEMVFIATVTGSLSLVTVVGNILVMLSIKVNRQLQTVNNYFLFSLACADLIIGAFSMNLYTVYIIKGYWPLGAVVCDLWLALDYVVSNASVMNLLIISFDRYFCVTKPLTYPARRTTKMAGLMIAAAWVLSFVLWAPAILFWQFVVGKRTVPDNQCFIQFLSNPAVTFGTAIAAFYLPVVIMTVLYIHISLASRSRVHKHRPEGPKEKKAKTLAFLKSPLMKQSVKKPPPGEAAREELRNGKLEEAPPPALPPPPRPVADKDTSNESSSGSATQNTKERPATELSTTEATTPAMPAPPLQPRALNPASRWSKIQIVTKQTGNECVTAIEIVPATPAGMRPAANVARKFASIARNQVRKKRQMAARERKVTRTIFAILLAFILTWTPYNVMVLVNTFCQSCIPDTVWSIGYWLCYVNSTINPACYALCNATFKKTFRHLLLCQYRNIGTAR
CRFBP-R2 block = antagonists of CRF-binding protein/CRF-R2 receptor complex | 0.59% of 350,000 active | inhibition, % at 11.8 µM | AID 588475 | HEK293 CRF-R2/CRF-BP, CRF-induced calcium fluorescence;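 active = inhibition of the ligand-induced calcium signal above about 50% at the single tested concentration, limit read from the data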
GalR3 antag = human GalR3 antagonism | HEK293 GalR3-CNG cAMP membrane potential fluorescence; galR3 body fused to GalR1 C-terminus | AID 651719 | inhibition, % at 3 µM | O60755 | 0.44% of 360,000 active;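 active = inhibition above the screen-wide average plus 3 SD, cut at about 13% in these data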;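 also: forskolin and galanin both at EC90 stimulate the cells; cAMP rise reported by CNG channel membrane potential dye signal; 0% = forskolin plus galanin with DMSO and 100% = forskolin alone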
CRFR2-BP ag = CRF-BP/CRF-R2 complex agonism | activation, % at 13.2 µM | HEK293 CRF-R2/CRF-BP, calcium dye fluorescence (FLIPR); percent of saturating CRF peptide response | 0.46% of 350,000 active;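 active = activation of at least 50%, plus an integration ratio under a set limit after plate pattern correction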;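 also: plate controls were neutral control wells without compound for no effect and CRF at EC100 for full effect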
PHOSPHO1 block = PHOSPHO1 (human) inhibition | 1.1% of 290,000 active | inhibition, % at 13.3 µM | Q8TCT1 | recombinant PHOSPHO1, absorbance phosphatase assay; in the data active = inhibition above about 60%
MEKK3 PB1 HTS = MEKK3-MEK5 PB1 interaction, increase or decrease; binding response (% of control), % at 10 µM; Q99759; AID 1529; 1.4% of 290,000 active; bead-based flow cytometry, Alexa488-MEK5 binding to MEKK3; actives lie on both sides; 0 = blocked by unlabeled MEK5, 100 = vehicle;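 active = binding response more than 3 SD above or below the average of its plate-row segment, actives on both sides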;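 also: Alexa488 bead fluorescence after subtracting the streptavidin-only scavenger bead signal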
Target sequence (Q99759 whole entry, looked up): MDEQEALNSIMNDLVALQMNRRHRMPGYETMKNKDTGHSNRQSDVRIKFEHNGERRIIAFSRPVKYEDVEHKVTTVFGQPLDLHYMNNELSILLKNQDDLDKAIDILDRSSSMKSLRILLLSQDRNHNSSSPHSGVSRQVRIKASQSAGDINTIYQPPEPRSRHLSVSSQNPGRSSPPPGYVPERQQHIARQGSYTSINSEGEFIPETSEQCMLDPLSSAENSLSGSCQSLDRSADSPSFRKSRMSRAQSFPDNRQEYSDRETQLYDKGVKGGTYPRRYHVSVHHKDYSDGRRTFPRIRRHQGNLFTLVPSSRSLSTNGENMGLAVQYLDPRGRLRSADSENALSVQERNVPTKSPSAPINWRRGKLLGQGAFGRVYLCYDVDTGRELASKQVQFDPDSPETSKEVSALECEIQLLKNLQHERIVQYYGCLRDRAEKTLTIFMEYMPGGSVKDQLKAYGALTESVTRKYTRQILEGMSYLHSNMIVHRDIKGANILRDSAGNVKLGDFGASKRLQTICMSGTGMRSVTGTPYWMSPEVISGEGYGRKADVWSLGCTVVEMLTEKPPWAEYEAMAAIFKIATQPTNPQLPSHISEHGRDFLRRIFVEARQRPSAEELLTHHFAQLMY
Numbers without * were called inactive; . = no result given; [ ] = dose if it differs, or a comment. Random draw from the library. Share with any hit: about 4.2%.

SMILES	IDE act	IDE inh	pCIP destab	CHRM4 PAM	CRFBP-R2 block	GalR3 antag	CRFR2-BP ag	PHOSPHO1 block	MEKK3 PB1 HTS
COC(=O)c1[nH]c2ccc(C)cc2c1NS(=O)(=O)c1ccc(F)c(C)c1	3	4	-16	-12	-25	-3	-0.9	38	.
O=C(NCC1CCCO1)C(=O)NCC(c1ccco1)N1CCN(c2ccc(F)cc2)CC1 (stereo unspecified)	2	5	-5	-5	-7	7	0.4	-15	96
Cn1c(C(=O)O)c(CC(=O)Nc2ccc(F)cc2F)c2ccccc21	2	4	-6	-5	18	6	-1.9	7	101
Cc1cc(NC(=O)c2ccc(Cl)c(S(=O)(=O)N3CCCCC3)c2)no1	6	-4	-18	-1	-26	-3	5.7	33	102
CC(=O)c1ccc(NC(=S)N2CCCCCC2)cc1	4	6	5	10	7	-2	0.5	32	101
Cc1ccc(C2SCC(=O)N2Cc2ccccc2)cc1 (stereo unspecified)	2	5	-7	-4	-6	-11	-8.1	25	104
O=C(CCc1ccccc1)Nc1ccc(S(=O)(=O)Nc2nccs2)cc1	3	-10	-7	0	15	-8	-0.9	-11	106
CC(C)C[C@H]1CNC(=S)N1CC1CCCN1C[C@H](CC(C)C)N1C[C@H](CC(C)C)N(CC2CCCCCC2)C1=S (stereo partly specified)	2	.	.	2	13	-6	3.9	.	.
Cn1c(SCCS(=O)(=O)c2ccc(Cl)cc2)nnc1-c1ccccc1	-2	2	-4	1	3	5	-1.0	-86	104
Cc1ccc(S(=O)(=O)N2CCC(=O)N(C(COCc3ccc(C(F)(F)F)cc3)C(C)C)CC2)cc1 (stereo unspecified)	2	-1	-11	-1	-28	.	3.5	11	92
COC(=O)c1c(C)c(C)nc(N)c1C#N	5	1	-19	10	1	-2	-0.1	6	88
Cc1cccc(N(C(=O)c2csnn2)C(C(=O)NC(C)(C)C)c2cccnc2)c1 (stereo unspecified)	1	6	-11	-3	23	-4	-2.3	37	105
Cc1ccc(S(=O)(=O)N2CCCCC2)cc1NC(=O)CNC(C)c1ccc(Cl)c(Cl)c1 (stereo unspecified)	7	8	.	-3	0	-8	1.7	.	.
Cc1nnc(N)s1	3	-1	-52	-1	-16	-4	2.9	15	73*[inhibitor]
Cn1c(SCC(=O)c2ccc3c(c2)Cc2ccccc2-3)nnc1-c1cccc(N)c1	-35	15	-34	-8	-13	-2	-2.2	-10	102
COc1cc(/C=N/Nc2nc(C)cc(=O)[nH]2)cc(OC)c1O	2	2	-7	0	27	-11	-4.0	9	103
O=C(O)c1cc([N+](=O)[O-])c(N2CCCC2)c([N+](=O)[O-])c1	6	-1	-14	2	5	2	-1.8	-9	112
COc1ccc([C@H]2CC(=O)C=C(c3ccc(C(F)(F)F)c(C(F)(F)F)c3)C2)cc1OC	0	6	.	4	-12	-5	4.3	.	.
O=C(CN1CCOCC1)Nc1ncc(Cc2ccccc2Cl)s1	-2	-1	-11	2	-31	-2	-0.4	-10	103
N/C(Cc1ccc(Cl)cc1Cl)=N\OC(=O)Cc1ccccc1	1	2	-14	4	-6	-3	-3.4	3	100

Part of the list above in order of molecular weight, smallest number first.
SMILES	IDE act	IDE inh	pCIP destab	CHRM4 PAM	CRFBP-R2 block	GalR3 antag	CRFR2-BP ag	PHOSPHO1 block	MEKK3 PB1 HTS
O=C(CN1CCOCC1)Nc1ncc(Cc2ccccc2Cl)s1	-2	-1	-11	2	-31	-2	-0.4	-10	103
O=C(CCc1ccccc1)Nc1ccc(S(=O)(=O)Nc2nccs2)cc1	3	-10	-7	0	15	-8	-0.9	-11	106
Cc1ccc(S(=O)(=O)N2CCC(=O)N(C(COCc3ccc(C(F)(F)F)cc3)C(C)C)CC2)cc1 (stereo unspecified)	2	-1	-11	-1	-28	.	3.5	11	92

(next part)
SMILES	IDE act	IDE inh	pCIP destab	CHRM4 PAM	CRFBP-R2 block	GalR3 antag	CRFR2-BP ag	PHOSPHO1 block	MEKK3 PB1 HTS
CCOc1ccc(-n2c(SCC(=O)Nc3ccc(OC)cc3)nc3sc4c(c3c2=O)CCN(C)C4)cc1	3	1	-26	2	-3	2	-0.2	28	103
O=S(=O)(Cc1ccccc1)N1CCn2c(nc3ccccc32)C1	3	1	7	2	-12	.	-2.5	-7	96
CCCCCCCCCCCCCCCC(=O)NCCO	4	4	.	-3	2	-2	0.2	.	.
COc1ccc(/C(C)=N\NS(=O)(=O)c2ccccc2)cc1OC	0	0	-14	1	26	-2	2.9	6	132*
CCOc1ccc(N2C(=O)CSC2c2ccncc2)cc1 (stereo unspecified)	6	1	1	7	16	0	-2.6	4	100
CCC(NC(=O)Nc1cc(OC)c(OC)c(OC)c1)(C(F)(F)F)C(F)(F)F	6	-7	-9	5	9	-3	0.4	18	94
COc1ccc(NC(=S)NC(=O)c2cccnc2)cc1	0	-5	12	2	1	-7	0.2	.	103
COc1ccc2oc(C(=O)OCC(=O)NCc3ccco3)c(C)c2c1	3	-1	.	13	4	0	-1.0	.	.
CCCCN(CC)Cc1ccc(CNC(=O)Nc2ccc(F)cc2)o1	3	2	-2	-8	-1	-6	-1.0	5	103
Cc1ccc(C(=O)Nc2ccc3nc(C)sc3c2)s1	1	-6	-1	-1	8	-1	-1.8	17	102
Cc1cc(C(=O)CSc2cccc[n+]2[O-])c(C)n1-c1ccccc1	-2	-4	-9	4	7	-5	-1.3	39	100
Cc1cccc(N2CCN(C(=O)c3ccc(Cl)c(NC4=NC5CS(=O)(=O)CC5S4)c3)CC2C)c1 (stereo unspecified)	3	3	5	-5	-5	1	-0.3	32	100
N#CC(=Cc1ccc(O)cc1)C(N)=C(C#N)C#N	2	10	.	1	6	.	-0.1	.	.
N#CCCSc1ccccc1NC(=O)c1cc(=O)c2ccccc2o1	-1	-1	-4	-4	5	0	-0.4	17	98
OCCCNCc1ccc(-c2ccccc2)cc1	1	4	-3	-1	-7	-3	0.6	8	104
Cc1cc(N/C(=N\S(=O)(=O)c2ccc(F)cc2F)c2ccccc2)no1	5	4	-9	20*	4	-6	0.4	17	.
COC(=O)C(NC(=O)C(CC(C)C)NC(=O)C1CCC(C)CC1)C(C)C (stereo unspecified)	5	2	-22	-1	-21	-3	-6.1	1	101
CC(=O)Oc1oc(-c2ccccc2)nc1C=Nc1ccccc1	2	0	2	2	-14	-2	57*	-93	101
N#Cc1ccc(NC(=O)NN2CCCCCC2)cc1	5	.	.	-8	-17	0	10	.	.
CNC(=O)c1ccc(-c2cc3onc(-c4ccccc4)c3c(=O)n2C)cc1	0	1	.	6	-8	-8	3.7	.	.
COc1cccc(/C=C(\CC(=O)O)c2nc3ccccc3s2)c1	4	2	5	8	20	-4	1.6	-8	102
CCOC(=O)c1ccc(Nc2ncnc3ccccc23)cc1	5	-3	-8	-3	-19	4	-0.3	32	115
CCOc1ncccc1C(=O)Nc1ccc(C(=O)Nc2ccc(OC)cc2)cc1	-1	-2	.	3	0	3	0.3	.	.
CCC(C)NC(=S)Nc1ccccc1OC (stereo unspecified)	5	5	-14	-2	-3	-11	-0.5	2	123
COc1ccccc1CNC(=O)COC(=O)c1cccc(S(=O)(=O)N2CCCCC2)c1	2	1	-5	0	5	-2	-12	48	103
COc1cc(C(=O)N2CCCCCCC2)ccc1OC1CCN(C(C)=O)CC1	9	-2	-2	3	1	3	-0.9	14	104
O=C(Nc1ccc(Br)cc1)c1ccc(CSC2=NCCS2)cc1	0	5	-5	-4	38	0	3.4	19	103
O=C(NCCCN1CCOCC1)C1COc2ccccc2O1 (stereo unspecified)	6	2	-6	10	5	-3	0.4	11	102
Oc1ccccc1-c1nnco1	-1	.	.	9	-2	-5	-2.2	.	.
O=C(O)c1ccc(OCc2cn3ccccc3n2)cc1	3	-4	-14	1	-4	-2	-0.6	-5	111
CCc1ccc(/C=C2/SC(=S)N(CC(=O)Nc3nc4ccccc4s3)C2=O)cc1	0	3	-8	14	-23	1	1.7	36	106
COCCNC(=O)C(C)Oc1ccc(Cl)cc1Cl (stereo unspecified)	-3	4	-2	1	-3	-3	-0.6	-1	.
CCC(=O)Nc1cccc(NC(=S)NC(=O)c2ccccc2C)c1	3	3	-4	-5	-26	4	-1.8	46	107
COCCSc1nnc(NC(=O)CS(=O)(=O)c2ccccc2)s1	-1	-3	3	6	-12	-6	-0.3	6	100
Cc1ccc(C)c(S(=O)(=O)N2CCN(C(=O)c3ccccn3)CC2)c1	6	-3	.	7	-1	1	-0.3	.	.
CC(C)CCC1(C)NC(=O)N(CC(=O)c2ccc[nH]2)C1=O (stereo unspecified)	1	3	.	-4	-9	-4	0.2	.	.
Cc1cc(NC(=O)CSc2ncc(C(F)(F)F)cc2Cl)no1	4	-3	.	0	6	-4	-3.0	.	.
COCCCC1CCN(C(=O)C2CCC(=O)N(C3CCCC3)C2)CC1 (stereo unspecified)	2	8	-7	8	8	1	-0.5	8	105
C[C@H](CO)N1C[C@H](C)[C@@H](CN(C)S(=O)(=O)c2ccc(F)cc2)Oc2c(NC(=O)Nc3ccc(C(F)(F)F)cc3)cccc2C1=O	1	1	.	-5	-7	-9	1.0	.	.
O=C(O)CCC(=O)Nc1ccc(OCC2CCCO2)cc1 (stereo unspecified)	4	-2	-3	1	7	-1	-1.4	.	103
Cn1nc(C(=O)NNC(=O)COc2ccccc2)c2ccccc2c1=O	1	1	1	1	6	-4	0.6	-6	95
CCCc1ccc(Oc2coc3cc(OCC(=O)Nc4ccccc4C)ccc3c2=O)cc1	-2	3	2	-7	37	0	0.0	9	113
Cc1cc(C)n(CCC(=O)N/N=C/c2ccc(O)cc2O)n1	6	-4	1	1	-17	4	-3.6	12	100
C=CCC1(NC(C)c2ccccc2)CCCCC1 (stereo unspecified)	9	4	-2	-4	6	-7	3.0	4	95
COc1cc(/C=C/C(=O)OCC(=O)Nc2ccc3c(c2)OCCO3)ccc1OCC#N	2	-2	-4	-9	-9	1	-0.4	35	103
Oc1ccc(C=NNc2nc3ccccc3s2)c(O)c1	6	.	.	0	-17	-1	2.2	.	.
CC(=O)/C(=N\Nc1ccccc1Cl)Sc1nnc(-c2ccccc2)n1-c1ccccc1	0	7	8	4	4	7	-2.8	12	104
CCOCCCNC(=O)/C(C#N)=C/c1ccc(C(=O)OC)cc1	4	5	-2	4	-6	0	0.5	5	98
CC(C)(C)OC(=O)N(CCc1ccccc1)Cc1ccccc1OCc1ccc(NC(=O)C2CCCC2)cc1	2	.	.	2	3	-3	1.6	.	.
CN(Cc1ccco1)C(=O)CN1C(=O)NC(c2ccccc2)(c2ccccc2)C1=O	1	.	.	6	-3	-2	-0.8	.	.
CCN(CC)C(=O)CSc1nc(N)c(C(=O)Nc2ccc(OC)cc2)s1	2	-7	-4	-2	-7	-2	-0.4	-9	93
Cc1oc(-c2ccccc2F)nc1CS(=O)(=O)CC(=O)NCc1ccccc1Cl	2	-3	1	-5	34	.	-1.6	12	98
CSCCC(=O)Nc1cc(S(=O)(=O)N2CCOCC2)ccc1N1CCN(C)CC1	1	0	7	-2	-14	-5	-1.9	-5	93
CC(=O)Nc1cccc(NC(=O)CSc2ncc(-c3ccc(Cl)cc3)n2Cc2ccco2)c1	6	2	-15	-15	8	-6	0.9	-21	105
Cc1ccc(NC(=O)CN2C(=O)N/C(=C/c3ccc(C)s3)C2=O)cc1	-9	8	-5	0	-7	3	7.7	-1	129*
CCOc1ccc(N=CC2=C(O)CC(C)(C)CC2=O)cc1	-1	2	0	3	-18	-4	1.4	5	104

Some of these compounds in order of their number in CRFR2-BP ag, largest number first:
Compound,CRFR2-BP ag
CCOc1ccc(N=CC2=C(O)CC(C)(C)CC2=O)cc1,1.4
CCN(CC)C(=O)CSc1nc(N)c(C(=O)Nc2ccc(OC)cc2)s1,-0.4
Cc1cc(C)n(CCC(=O)N/N=C/c2ccc(O)cc2O)n1,-3.6

Screening data deposited in PubChem by several laboratories.
